APOBEC3G inh – blocks human APOBEC3G single-stranded DNA deamination; recombinant A3G, ssDNA deamination FAM/TAMRA fluorescence; hit rate 0.28% among 330,000; inhibition, % at 20 µM;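 active = inhibition of at least 40% at 20 µM, with no more than 30% in the related APOBEC3A deaminase screen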;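 also: plate controls were DMSO wells with A3G for no effect and wells lacking A3G enzyme for full effect; some compounds called inactive have numbers as strong as hits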
Target sequence (Q9HC16 whole entry, looked up): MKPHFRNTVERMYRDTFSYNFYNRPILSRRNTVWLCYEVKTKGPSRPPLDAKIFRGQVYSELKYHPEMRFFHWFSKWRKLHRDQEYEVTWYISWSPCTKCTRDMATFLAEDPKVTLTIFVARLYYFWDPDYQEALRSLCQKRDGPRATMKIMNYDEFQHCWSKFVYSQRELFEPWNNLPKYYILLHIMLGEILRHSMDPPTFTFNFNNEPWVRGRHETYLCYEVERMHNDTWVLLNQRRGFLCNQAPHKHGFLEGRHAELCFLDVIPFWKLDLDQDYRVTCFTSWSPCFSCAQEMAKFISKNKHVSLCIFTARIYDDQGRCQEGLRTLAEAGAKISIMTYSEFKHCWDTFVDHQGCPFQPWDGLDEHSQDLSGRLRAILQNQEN
beta cell repl – inducers of beta-cell replication in MIN6 cells. MIN6 cells proliferation, ATPlite luminescence, 48 h; cells starved in 0.2% serum; 100% = growth in 10% serum. hit rate 0.29% among 330,000. proliferation, % at 10 µM;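 active = compounds whose signal lies at least 3.5 SD above the mean of all wells on their plate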;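 also: 0% = DMSO-treated cells in low-serum medium and 100% = 10% serum control; some compounds called inactive have numbers as strong as hits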
hIAP activ – human IAP activation. hit rate 0.16% among 330,000. P09923. purified human IAP, CDP-Star luminescence, 30 min; active compounds read high; 1 = vehicle-only enzyme, 0 = enzyme-free background. activation factor at 10 µM;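 active = activation factor of the enzyme at least 2-fold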; also: the source names both 10 and 20 µM as test concentration; values of inactives mirror those of a sister screen read the other way
mIAP act – increases mouse intestinal alkaline phosphatase activity | muIAP, CDP-Star luminescence, 30 min; active compounds read high; 1 = vehicle-only enzyme signal, 0 = enzyme-free wells | AID 2805 | activation factor at 10 µM | hit rate 0.24% among 330,000;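 active = activation factor of at least 2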; also: the source names both 10 and 20 µM as test concentration; values of inactives mirror those of a sister screen read the other way
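System: mouse IAP enzyme. Reagent: CDP-Star chemiluminescent phosphatase substrate. Benchmarks: DMSO wells, no-enzyme wells. Times: 30 min enzyme-substrate-compound incubation at room temperature. Detection: luminescence from enzymatic CDP-Star hydrolysis. Doses: test compounds delivered from DMSO solution.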
SENP1 inh – SENP1 (human) catalytic domain inhibition; hit rate 0.21% among 360,000; inhibition, % at 10 µM; Q9P0U3; recombinant SENP1 catalytic domain, CyPet-SUMO1-YPet FRET cleavage;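 active = inhibition at least 30% at 10 µM, raw YFP signal under a set limit, fluorescence ratio 0.5 to 1.5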;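 also: 0% = enzyme with DMSO and 100% = no enzyme wells; some results filed as inactive read as strong as hits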
Target sequence (Q9P0U3 419-644 limits assumed): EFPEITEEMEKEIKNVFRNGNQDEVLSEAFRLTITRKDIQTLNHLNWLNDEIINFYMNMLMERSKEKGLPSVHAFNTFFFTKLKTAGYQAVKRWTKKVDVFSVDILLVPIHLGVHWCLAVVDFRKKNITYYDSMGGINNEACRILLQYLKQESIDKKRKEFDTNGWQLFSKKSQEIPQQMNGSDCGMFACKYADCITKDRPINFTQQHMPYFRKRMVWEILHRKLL
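Test system: human SENP1 catalytic domain; medium: Tris pH 8 buffer plus EDTA, NaCl, BME, BSA, NP40, catalase; incubation: 50 min reaction at room temperature; technique: FRET, CFP and YFP emission; controls: no-enzyme low control and enzyme-plus-DMSO high control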
hIAP block – human IAP inhibition | purified IAP, CDP-Star luminescence, 30 min | AID 2544 | P09923 | hit rate 0.12% among 330,000 | inhibition, % at 10 µM;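 active = inhibition reaching a set limit with compound at 10 µM in the primary screen, cut at about 35% in these data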;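 also: plate controls were DMSO wells with enzyme for no effect and no-enzyme buffer wells for full effect; values of inactives mirror those of a sister screen read the other way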
NALP3 yeast inh – blocks the NALP3 inflammasome reconstituted in yeast. AID 2825. hit rate 0.39% among 330,000. Yeast reconstituted NLRP3/ASC/caspase-1, beta-gal luminescence, 24 h. inhibition, % at 10 µM;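 active = inhibition of 50% or more; inactive = inhibition below 50%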;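 also: plate controls were induced DMSO wells for no effect and uninduced yeast grown without galactose for full effect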
APOBEC3A inh – blocks human APOBEC3A ssDNA deamination; recombinant A3A, FAM/TAMRA ssDNA deamination fluorescence; inhibition, % at 20 µM; hit rate 0.41% among 330,000;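 active = at least 40% inhibition at 20 µM here, with at most 30% in a related deaminase screen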;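 also: plate controls were A3A with DMSO for no effect and wells lacking A3A enzyme for full effect; some results filed as inactive read as strong as hits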
Target sequence (P31941 whole entry, looked up): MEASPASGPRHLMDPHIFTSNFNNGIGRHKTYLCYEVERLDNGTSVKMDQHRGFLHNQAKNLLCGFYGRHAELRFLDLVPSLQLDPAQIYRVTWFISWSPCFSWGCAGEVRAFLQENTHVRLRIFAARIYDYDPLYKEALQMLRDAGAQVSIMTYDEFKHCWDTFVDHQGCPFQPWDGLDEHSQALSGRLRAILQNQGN
mIAP inh – blocks mouse intestinal alkaline phosphatase; purified mouse IAP, CDP-Star luminescence, 30 min; AID 2806; inhibition, % at 10 µM; hit rate 0.2% among 330,000;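 active = inhibition of at least 40% at 10 µM in the primary screen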;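 also: plate controls were DMSO with enzyme for no effect and no enzyme wells for full effect; values of inactives mirror those of a sister screen read the other way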
Numbers without * were called inactive; nt = no result given. An excerpt; count on the stated rates, not on these rows.

Below each compound – beta cell repl	hIAP activ	mIAP inh	NALP3 yeast inh	hIAP block	APOBEC3G inh	APOBEC3A inh	mIAP act	SENP1 inh
- COc1ccc(OCCNC2CCCC2)cc1
  1	0.99	2	12	1	-7	-1	0.98	-2
- O=C(NCc1ccco1)C(=O)N1CCCC1
  -3	0.93	-4	7	7	-5	3	1	0
- O=C(NNC(=S)Nc1ccccc1)c1ccc(O)cc1
  0	1.5	7	-1	-52	-9	-7	0.93	2
- C=CCC1(Cl)C(=O)C(Cl)=C(N2CCOCC2)C1(OC)OC (stereo not given)
  -2	1	-4	1	0	0	0	1	2
- Cn1c(CNC(=O)c2ccc(Cl)c(Cl)c2)nnc1SCC(=O)Nc1sc2c(c1C#N)CCCC2
  0	0.9	17	2	10	-2	1	0.83	0
- O=C(Nc1ccc2c(c1)OCCO2)C1CCN(S(=O)(=O)Cc2ccccc2)CC1
  -1	0.9	-18	-2	10	-2	-4	1.2	2
- OCCN1CCN(c2nc(-c3ccccc3O)nc3ccccc23)CC1
  3	0.86	1	14	14	2	3	0.99	1
- FCCCOc1ccc(-c2nccc(-c3ccc(F)cc3)n2)cc1
  -3	1.1	5	12	-14	-6	-2	0.95	-8
- N#Cc1ccc(CN2C=NS(=O)(=O)c3ccccc32)cc1
  2	0.94	-5	7	6	1	1	1	4
- CN1C(=O)NC(NC(=O)c2cccs2)(C(F)(F)F)C1=O (stereo not given)
  0	1	2	12	-2	-4	1	0.98	0
- O=C1c2ccccc2C(=O)N1CCCOCc1c[nH]c(=O)[nH]c1=O
  -2	0.96	2	6	4	-6	-16	0.98	-2
- O=C1OCCC1Sc1nc2ccccc2n1Cc1ccccc1 (stereo not given)
  0	1.1	-13	18	-12	-2	-2	1.1	1
- Cn1c(=Nc2ccccc2)sc2ccccc21
  -1	0.96	1	11	4	-8	-3	0.99	1
- O=C(c1cccc(S(=O)(=O)N2CCCC2)c1)N1CCN(c2ncccn2)CC1
  -3	1.1	-7	-3	-6	-7	-6	1.1	1
- CN1CCN(C(=O)CNC(=O)Cc2ccc(Cl)cc2)CC1
  0	0.98	7	6	2	-6	-6	0.93	1
- CN(C1CCCCC1)S(=O)(=O)c1ccc(C(=O)Nc2sc3c(c2C(N)=O)CC(C)(C)NC3(C)C)cc1
  -3	1	8	1	0	-2	-12	0.92	2
- Cc1cc(Cl)c(S(=O)(=O)N2CCN(c3ccccc3)CC2)cc1OCC(N)=O
  1	0.88	2	2	12	-2	0	0.98	-1
- CCC(Sc1nc2ncccc2[nH]1)C(=O)N1CCOCC1 (stereo not given)
  2	0.89	13	10	11	-1	-2	0.87	1
- O=C(CN1CCCC1)Nc1ccccc1Cl
  3	0.9	4	-1	10	-12	-5	0.96	0
- CC(O)CNc1cnccn1 (stereo not given)
  -4	1.1	6	3	-13	-7	-5	0.94	0
- CCN(CC)C(=O)c1sc2nc(-c3ccccn3)[nH]c(=O)c2c1C
  -2	1.5	-22	15	-54	-2	-1	1.2	-23
- COc1ccc(CNC(=O)c2ccc[nH]2)cc1Cl
  -1	0.94	5	-10	6	-2	4	0.95	1
- COC(=O)c1ccccc1S(=O)(=O)N1CCC(C(=O)OC(C)C(=O)Nc2ccc(NC(C)=O)cc2)CC1 (stereo not given)
  0	1	2	10	-1	-4	0	0.98	3
- O=C(CSc1nc(COc2ccccc2)nc2ccccc12)NC1CCCC1
  -1	0.84	5	71*	16	-3	-2	0.95	-2
- CCOC(=O)NNC(=S)Nc1c(C)n(C)n(-c2ccccc2)c1=O
  3	0.94	12	9	6	-7	-3	0.89	3
- NC(=O)c1ccc(-c2csnn2)cc1
  -2	0.91	5	9	9	3	2	0.95	1
- COc1cccc(NC2=Nc3cccc4cccc2c34)c1
  -4	0.92	5	19	8	-11	-6	0.95	81*
- CC1(C)CC(=O)C=C(N=CC2=C(O)CC(C)(C)CC2=O)C1
  1	0.95	-7	3	5	-10	-3	1.1	-45
- CCOc1cc(NC(=O)c2cccs2)c(OCC)cc1NC(=O)CCC(=O)NCc1ccccn1
  0	1	-4	-2	-3	-1	2	1	nt
- Cc1ccccc1C(=O)NC(=S)N(Cc1ccccc1)c1ccccn1
  -3	0.91	-5	-9	9	-9	-5	1	3
- Cc1ccc(S(=O)(=O)Nc2ccncc2)c(C)c1N(C)S(=O)(=O)c1ccc(Cl)cc1
  0	0.99	1	7	1	0	2	0.99	1
- COc1cccc(OC2OC3COC(C)(C)OC3C(O)C2NC(C)=O)c1 (stereo not given)
  -2	1	1	2	0	-5	3	0.99	1
- CC1CCN(S(=O)(=O)c2ccc(C(=O)NCc3cccnc3)cc2)CC1
  -2	0.97	-20	-11	3	-2	0	1.2	0
- O=C(COC(=O)Cc1c(F)cccc1Cl)Nc1nnc(-c2ccccc2)o1
  -1	0.92	8	14	8	-10	-4	0.92	0
- CN(C)c1cccc(NC2=CC(=[N+]3CCOCC3)CC(C)(C)C2)c1
  -1	1.1	-2	3	-13	18	41*	1	-26
- O=C(N/N=C/c1cn(Cc2cccc(F)c2)c2ccccc12)c1cc(O)cc(O)c1
  -5	1.2	68*	18	-16	80	98	0.32	11
- C=CCNC(=O)/C(C#N)=C/c1ccccc1[N+](=O)[O-]
  -3	1.2	8	-6	-18	-1	1	0.92	-1
- Cn1c(=O)n(C)c2cc(NC(=O)COc3ccc(Cl)cc3)ccc21
  -3	1.2	-6	-11	-24	-2	1	1.1	-1
- CC(NC(=O)CCc1nc2cc(S(=O)(=O)N3CCOCC3)ccc2n1C)c1ccc(S(N)(=O)=O)cc1 (stereo not given)
  -1	1.2	1	3	-21	-5	4	0.99	2
- CCCCCC(=O)Nc1cccc(-c2nc3ncccc3o2)c1
  2	1	9	8	0	-9	-4	0.91	0

Next section; the last 7 above are carried over.
Below each compound – beta cell repl	hIAP activ	mIAP inh	NALP3 yeast inh	hIAP block	APOBEC3G inh	APOBEC3A inh	mIAP act	SENP1 inh
- O=C(COC(=O)Cc1c(F)cccc1Cl)Nc1nnc(-c2ccccc2)o1
  -1	0.92	8	14	8	-10	-4	0.92	0
- CN(C)c1cccc(NC2=CC(=[N+]3CCOCC3)CC(C)(C)C2)c1
  -1	1.1	-2	3	-13	18	41*	1	-26
- O=C(N/N=C/c1cn(Cc2cccc(F)c2)c2ccccc12)c1cc(O)cc(O)c1
  -5	1.2	68*	18	-16	80	98	0.32	11
- C=CCNC(=O)/C(C#N)=C/c1ccccc1[N+](=O)[O-]
  -3	1.2	8	-6	-18	-1	1	0.92	-1
- Cn1c(=O)n(C)c2cc(NC(=O)COc3ccc(Cl)cc3)ccc21
  -3	1.2	-6	-11	-24	-2	1	1.1	-1
- CC(NC(=O)CCc1nc2cc(S(=O)(=O)N3CCOCC3)ccc2n1C)c1ccc(S(N)(=O)=O)cc1 (stereo not given)
  -1	1.2	1	3	-21	-5	4	0.99	2
- CCCCCC(=O)Nc1cccc(-c2nc3ncccc3o2)c1
  2	1	9	8	0	-9	-4	0.91	0
- CCCc1nc2scc(-c3ccc(C)cc3)c2c(=O)n1N
  -2	0.96	3	23	4	-8	-3	0.97	2
- Cn1c(CNC(=O)OC(C)(C)C)n[nH]c1=S
  2	1	-8	4	-3	1	0	1.1	3
- O=C(CN1C(=O)c2ccccc2C1=O)OC(C(=O)c1ccc(Cl)cc1)c1ccccc1 (stereo not given)
  1	0.76	2	-66	24	-1	0	0.98	3
- Cc1nn(CC(=O)Nc2ccc(N3CCOCC3)cc2)c(C)c1Cl
  -1	1.1	5	11	-13	-8	-3	0.95	1
- Cc1ccc(C(=O)NC(=S)NCC2CCCO2)cc1Br (stereo not given)
  -2	0.95	6	25	5	-1	2	0.94	3
- COc1ccc(CNC(=O)c2ccc(CS(=O)c3ccccc3)o2)cc1 (stereo not given)
  -3	0.92	0	13	8	-1	0	1	-1
- COc1ccccc1S(=O)(=O)Cc1ccc(C(=O)NCC(OC)OC)o1
  -3	0.94	-1	-3	6	-13	-4	1	0
- COc1cccc(C2CC(c3cccc(Br)c3)n3nc(N)nc3N2)c1 (stereo not given)
  6	0.92	6	2	8	-7	-2	0.94	5
- O=C(Nc1ccc(CN2CCOCC2)cc1)c1ccc(-c2ccc(Cl)cc2Cl)o1
  -6	0.98	9	19	2	-3	1	0.91	-5
- Cc1cccc(C(=O)NCC(=O)N2CCN(c3ccccn3)CC2)c1
  5	0.98	13	2	2	-5	-3	0.87	-1
- O=C(CN1c2cccc3cccc(c23)S1(=O)=O)N1CCN(c2ccc(F)cc2)CC1
  0	0.78	7	8	22	-4	-3	0.93	-2
- CCOc1ccc(OCC)c(NC(=O)C2CCCN(c3ncccn3)C2)c1 (stereo not given)
  -2	0.99	8	-1	0	-1	3	0.92	-1
- COc1ccc2[nH]cc(CCN3C(=O)CCC3=O)c2c1
  -3	0.97	12	0	3	-10	-3	0.88	4
- C[C@H](CO)N1C[C@H](C)[C@@H](CN(C)C(=O)Nc2ccc(C(F)(F)F)cc2)Oc2ccc(NC(=O)CCC(F)(F)F)cc2C1=O
  -4	1.1	-16	4	-14	-4	0	1.2	0
- COCCC(=O)N1CCC(Oc2ccc(C(=O)NCCc3cn[nH]c3)cc2)CC1
  2	0.84	9	7	16	-4	-1	0.91	0

Complete entries as entered above. Order of values: beta cell repl	hIAP activ	mIAP inh	NALP3 yeast inh	hIAP block	APOBEC3G inh	APOBEC3A inh	mIAP act	SENP1 inh
`C[C@H](CO)N1C[C@H](C)[C@@H](CN(C)C(=O)Nc2ccc(C(F)(F)F)cc2)Oc2ccc(NC(=O)CCC(F)(F)F)cc2C1=O` is entered as -4	1.1	-16	4	-14	-4	0	1.2	0
`CCOc1ccc(OCC)c(NC(=O)C2CCCN(c3ncccn3)C2)c1` (stereo not given) is entered as -2	0.99	8	-1	0	-1	3	0.92	-1
`COCCC(=O)N1CCC(Oc2ccc(C(=O)NCCc3cn[nH]c3)cc2)CC1` is entered as 2	0.84	9	7	16	-4	-1	0.91	0
`O=C(CN1c2cccc3cccc(c23)S1(=O)=O)N1CCN(c2ccc(F)cc2)CC1` is entered as 0	0.78	7	8	22	-4	-3	0.93	-2

From PubChem BioAssay
